MCF10A rerep: inducers of DNA re-replication in MCF 10A breast cells | MCF 10A DNA re-replication, Hoechst nuclear intensity, 48 h | Potency, µM (doses to about 46.1 µM), for inactives: at the highest dose activity, positive = re-replication, usual class: activators | 350,000 tested, 2.9% active; further: potency means the concentration at half of the fitted maximal effect; % of control where 0% means no effect; nearly all actives have a fitted effect of over 50% in size
IL-1B inflam inh: inflammasome signaling inhibition, IL-1 beta readout. THP-1 LPS/ATP IL-1B secretion, AlphaLISA, 16 h; active compounds read low. activity change, % at 57.5 µM. 360,000 tested, 4.7% active. AID 743279; in the data active means activity change below about -50%; inconclusive means mostly about -30% to -49%; further: on the % scale 0 is the no-effect control and ±100 the full control effect
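Secreted IL-1B measured by AlphaLISA bead assay after 16 h compound exposure of THP-1 cells; compounds (final up to 57.5 uM) added 1 h before LPS (250 ng/mL) and ATP (1.25 mM) stimulation; lower signal means less secretion.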
DRD3 agonist: activates the human D3 dopamine receptor; P35462; D3R DiscoveRx beta-arrestin cells, luminescence, 90 min; max activation, %; 410,000 tested, 0.58% active; in the data active means max activation above about 30%; further: 0% is about no effect; mostly tested at two doses, the higher about 12 µM
Target sequence (P35462 whole entry, looked up): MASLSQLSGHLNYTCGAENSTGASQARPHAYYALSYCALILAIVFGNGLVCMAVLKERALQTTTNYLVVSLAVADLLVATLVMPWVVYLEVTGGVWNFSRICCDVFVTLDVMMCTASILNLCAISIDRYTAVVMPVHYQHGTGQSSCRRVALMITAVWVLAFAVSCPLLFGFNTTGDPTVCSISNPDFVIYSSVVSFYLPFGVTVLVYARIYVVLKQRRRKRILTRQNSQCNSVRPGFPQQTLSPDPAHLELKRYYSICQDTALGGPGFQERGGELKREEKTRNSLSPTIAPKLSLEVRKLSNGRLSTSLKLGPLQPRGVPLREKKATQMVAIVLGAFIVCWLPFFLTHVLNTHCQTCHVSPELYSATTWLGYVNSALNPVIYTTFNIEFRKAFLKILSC
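Agonist mode: compounds and dopamine controls were applied to plated cells for 90 min at 37 degrees C after an overnight attachment at 1500 cells/well. Luminescent read-out followed 30 - 60 minutes at room temperature with DiscoveRx detection reagent.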
HEK293 tox: cytotoxicity counter-screen for GLP-1 receptor inverse agonists. HEK293 cAMP-luciferase reporter cells, luminescence, 24 h. Potency, µM (doses to about 38.3 µM), without a hit: at the top dose activity change, negative = inhibition, usual class: inhibitors. 410,000 tested, 0.13% active;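 further: loss of luciferase light is scored as toxicity; potency means the concentration at half of the fitted maximal effect; on the % scale 0 is the no-effect control and ±100 the full control effect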
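Quantitative HTS format, 1536 wells, 200 cells/uL seeded. Compounds: 23 nL, 24 h, 37 °C. Detection: luciferase reagent, luminescence at 12 min RT; decreased signal taken as cytotoxic.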
SW480 rerep: induces DNA re-replication in SW480 colon adenocarcinoma cells | SW480 DNA re-replication, Hoechst DNA content imaging, 48 h | 340,000 tested, 1.8% active | Potency, µM (series often up to 46.1 µM), for inactives: top-dose re-replication activation, most hits filed as activators; further: potency means the concentration at half of the fitted maximal effect; % of control where 0% means no effect; nearly all actives have a fitted effect of over 55% in size
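Image-based DNA-content assay: after two days of treatment, nuclei were labelled with the DNA dye Hoechst and imaged, and hits were compounds raising the count of nuclei showing high fluorescence intensity.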
HT1080 IDH1KD tx: HT-1080 IDH1 knockdown cell toxicity (counter line). Potency, µM (series often up to 46.1 µM), without a hit: at the top dose activity, negative = toxicity, most hits filed as cytotoxic. 360,000 tested, 2% active. HT-1080 IDH1 knockdown viability, ATP luminescence, 48 h;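 further: potency means the concentration at half of the fitted maximal effect; 0% = DMSO wells and -100% = cell-free medium wells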
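IDH1KD HT-1080 cells, 750/well, RPMI + 5% FBS; compound pinned after 2 h settling; 48 h, 37 °C; CellTiter-Glo luminescence; % activity normalised to DMSO and no-cell wells; curves fitted, classed by r2 and efficacy.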
KB-V1 cytotox: KB-V1 MDR subline cytotoxicity; KB-V1 MDR cells viability, CellTiter-Glo, 72 h; 400,000 tested, 3.4% active; Potency, µM (top dose mostly 46.1 µM), for the others: at the top dose activity change, negative = cytotoxicity, most hits filed as cytotoxic; further: potency means the concentration at half of the fitted maximal effect; on the % scale 0 is the no-effect control and ±100 the full control effect; nearly all actives have a fitted effect of over 60% in size
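Cytotoxicity via CellTiter-Glo luminescence after 72 h compound exposure at 37 degrees C. Cells: drug-selected KB-V1 line, DMEM phenol-red free plus 10% FBS. Compounds tested at multiple concentrations; normalized data fitted to concentration-effect curves.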
HT1080NT lethal: kills 2HG-producing HT-1080-NT fibrosarcoma cells; HT-1080-NT fibrosarcoma viability, CellTiter-Glo ATP luminescence, 48 h; Potency, µM (top dose mostly 46.1 µM), for the others: top-dose activity, negative = less viability, hits mostly cytotoxic; 360,000 tested, 1.6% active; AID 686970;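 further: NT is the 2HG producing partner of a matched IDH1 knockdown line; potency means the concentration at half of the fitted maximal effect; 0% = DMSO-treated cells and -100% = media-only wells without cells; nearly all actives have a fitted effect of over 55% in size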
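Compounds were tested in concentration-response format on HT-1080-NT cells for 48 hours at 37 degrees C. Cell viability came from CellTiter-Glo luminescence; curves were classified by r2, response magnitude and activity.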
KB-3-1 cytotox: KB-3-1 parental cell cytotoxicity; KB-3-1 viability, CellTiter-Glo ATP luminescence, 72 h; Potency, µM (titrated, usually from 46.1 µM), for inactives: top-dose activity change, negative = cytotoxic, usual class: cytotoxic; 400,000 tested, 1.4% active; AID 1347075; further: potency means the concentration at half of the fitted maximal effect; on the % scale 0 is the no-effect control and ±100 the full control effect; nearly all actives have a fitted effect of over 60% in size
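Using CellTiter-Glo luminescence, growth of non-resistant KB-3-1 adenocarcinoma cells is assessed 72 h after pin-tool compound addition at 37 °C. Normalized responses across the concentration series yield fitted curves.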
* = called active by the depositor; u = inconclusive; x = not tested or not shown; [ ] = remark or other dose. Unless noted, the call rests on the fitted dose curve; in most records, active means well fitted curve in the direction sought with a large enough effect; inconclusive means small, poorly fitted or top-dose-only effect, or another doubt; inactive means no such curve, though single readings can be large; an effect the other way counts as inactive or inconclusive.

SMILES	MCF10A rerep	IL-1B inflam inh	DRD3 agonist	HEK293 tox	SW480 rerep	HT1080 IDH1KD tx	KB-V1 cytotox	HT1080NT lethal	KB-3-1 cytotox
CCCCCCn1c(CN2CCN(C)CC2)nc2c1c(=O)n(C)c(=O)n2C	11%	-2	-9	-5%	-8%	0%	2%	9%	22%
CNC(=S)N1CCC(NC(=O)C(Cc2ccc(F)cc2)NC(C)=O)CC1 (stereo unspecified)	0%	-4	-3	1%	-1%	-4%	-12%	15%	2%
COc1ccccc1CN1CCC(n2nccc2NC(=O)CCCc2ccccc2)CC1	19%	u	-10	-15%	5%	-21%	0%	-20%	13%
CCOC(=O)c1c(C)n(C)c2cc(-c3cccc(C(F)(F)F)c3)c(O)cc12	20%	16	1	3%	-119%[inhibitor]	7%	27%	19%	-1%
N#CC1=C(N)NC(=S)C(C(N)=O)C1c1ccc([N+](=O)[O-])cc1 (stereo unspecified)	-4%	18	-4	-17%	0%	-11%	3%	-1%	-3%
CCOC(=O)C1=C(COC(=O)/C=C/c2ccc(SC)cc2)NC(=O)NC1C (stereo unspecified)	-48%[inhibitor]	-22	8	-21%	-284%[inhibitor]	-20%	-3%	-28%	0%
O=[N+]([O-])c1cccnc1N1CCCCC1	3%	8	-2	-6%	-2%	4%	19%	2%	0%
O=C(CN(Cc1ccc(F)cc1)S(=O)(=O)c1ccc(S(=O)(=O)N2CCOCC2)cc1)Nc1ccccc1	15%	28	0	2%[1.53 µM]	3%	0%	-5%	2%	14%
Cc1ccc(NC(=O)COC(=O)CN2C(=O)COc3ccccc32)cc1	7%	-12	0	1%	-2%[9.22 µM]	4%	13%	8%	1%
OCC1CCN(Cc2cn(Cc3ccccc3)nc2-c2cc3ccccc3o2)CC1	4%	-56*	-37	-1%	22%	u	u	u	-11%
NS(=O)(=O)c1ccc(CNC(=O)/C=C/c2c(F)cccc2Cl)cc1	1%	10	-1	-6%	u	1%	3%	-1%	2%
CCN(CC(=O)NCc1cccs1)C(=O)c1cccc(S(=O)(=O)N(CC)c2ccccc2)c1	12%	9	-7	-4%	-1%	0%	-7%	-5%	-13%
COc1ccc(CCNC(=O)C(=O)NCC2CCCN2S(=O)(=O)c2ccccc2)cc1 (stereo unspecified)	u	-30	-7	-16%	4.6µM*	-5%	0%	u	0%
Cc1ccc2[nH]c(=O)c(CN(Cc3cccs3)Cc3nnnn3Cc3ccccc3)cc2c1	u	u	9	u	u	u	1%	u	-9%
O=C(c1cc2ccccc2cc1O)N1CCN(c2ccccc2O)CC1	u	-20	-7	-2%	-565%[inhibitor]	0%	-10%	1%	-1%
O=C(NCCCN1CCCC1=O)c1cc(NS(=O)(=O)c2ccc(F)cc2)cc(NS(=O)(=O)c2ccc(F)cc2)c1	-3%	16	3	3%	-2%	4%	13%	5%	-7%
CCO[C@@H]1OC(C(=O)NCc2nc3ccccc3[nH]2)=C[C@H](C)[C@H]1CCCO	-5%	17	-4	-7%	-32%[inhibitor]	9%	-2%	2%	0%
CC(C)CC(=O)NC(=S)Nc1cccc(NC(=O)c2ccccc2)c1	16%	u	-4	u	-9%	-16%	-4%	-12%	-1%
Cc1cc(N/N=C/c2c[nH]c3ccccc23)c2ccccc2n1	0%	12	-9	-3%	-6%	0%	-7%	-1%	-4%
NC(=O)COC(=O)c1c2c(nc3ccccc13)CCCC2	19%	12	-4	-8%	-15%	-7%	-9%	-9%	-8%
O=C(CCCCCN1C(=O)c2cccc([N+](=O)[O-])c2C1=O)NCCc1ccccc1	x	6	-3	-8%	x	0%	-3%	-5%	-2%
COc1cc(/C=C/C(=O)OCc2csc(CC(=O)Nc3ccc(C)cc3)n2)ccc1OCC#N	3%	8	2	4%	-9%	-12%	-18%	-7%	0%
COc1ccc2nc(N(Cc3ccccc3)C(=O)CCNC(C)=O)sc2c1	u	u	-9	-10%	-1%	u	u	-13%	-23%
O=C(NCc1cccs1)c1ccc2sc(COCCO)nc2c1	x	6	-4	6%	x	7%	1%	27%	0%
COc1cc2c(cc1OC)CN(C(=O)c1cc(S(=O)(=O)N3CCCCC3)ccc1Cl)CC2	0%	u	-18	-13%	u	-11%	-10%	-12%	0%
COc1ccc(CCNC(=O)COC(=O)/C=C/c2ccc(OCC#N)c(OC)c2)cc1	7%	24	-24	3%	-4%	9%	0%	4%	18%
Cn1nc(-c2ccccc2)cc1NC(=O)c1cccs1	-4%	-2	-5	-13%	-6%	18%	0%	7%	9%
COc1ccc(N2CCN(c3nc4c(c(=O)[nH]c(=O)n4C)n3Cc3cccc(C)c3)CC2)cc1	0%	-21	1	-9%	-4%	15%	u	12%	22%
CC(C)(C)Nc1nc(Cl)nc(NC(C)(C)C)n1	-2%	-14	-8	6%	u	1%	-22%	0%	-1%
COc1cccc(N2CCN(S(=O)(=O)c3ccc4c(c3)N(C(C)=O)CCO4)CC2)c1	9%	-13	5	-6%	0%	-11%	-24%	u	-18%
CCCc1c(O)nc(SCCN(CCC)CCC)[nH]c1=O	2%	-3	2	8%	3%	-9%	-10%	-9%	-6%
CC1=NN(C(=O)c2cc(C)nn2C)C(O)(C(F)(F)F)C1 (stereo unspecified)	3%	16	1	u	0.52µM*	15%	20%	6%	-3%
Cc1cc(C(C)(C)C)nc2[nH]n(-c3ccccc3)c(=O)c12	9%	17	-3	-14%	-9%	5%	-7%	2%	-5%
COc1ccc(C(C(=O)NCC2CCCO2)N(Cc2ccco2)C(=O)c2snc(C(N)=O)c2N)cc1OC (stereo unspecified)	-1%	0	10	-5%	3%	15%	-11%	10%	-4%
O=C1CN(C(=O)CSc2nc3ccccc3c(=O)n2Cc2ccc(F)cc2)c2ccccc2N1	9%	-71*	4	-12%	u	-25%	0%	-25%	-13%
CC(C)C(NC(=O)c1ccco1)C(=O)NCC(c1ccco1)N1CCCCC1 (stereo unspecified)	0%	-3	4	0%	5%	3%	11%	6%	-17%
CCN(C)C1CN(Cc2cn(CCCOC)nn2)S(=O)(=O)C1 (stereo unspecified)	x	10	2	6%	x	13%	3%	3%	5%
CCN(CC)CCNC(=O)NC(=O)c1ccc(Cl)cc1	9%	21	-14	14%	-9%	1%	22%	-2%	9%
COc1ccc(NC(=S)Nc2ccc(OC(F)F)cc2)cn1	7%	-5	-3	0%	7%	25%	-18%	10%	0%
Cc1ccc(S(=O)(=O)NCC(=O)N(CC2CCCO2)C(C(=O)NC2CCCCC2)C(C)C)cc1 (stereo unspecified)	-1%	-5	-4	5%	19%	7%	u	14%	-3%

Record cards (already shown).
Entry for CC(C)C(NC(=O)c1ccco1)C(=O)NCC(c1ccco1)N1CCCCC1 (stereo unspecified) = MCF10A rerep: 0%; IL-1B inflam inh: -3; DRD3 agonist: 4; HEK293 tox: 0%; SW480 rerep: 5%; HT1080 IDH1KD tx: 3%; KB-V1 cytotox: 11%; HT1080NT lethal: 6%; KB-3-1 cytotox: -17%
Entry for COc1ccc2nc(N(Cc3ccccc3)C(=O)CCNC(C)=O)sc2c1 = MCF10A rerep: u; IL-1B inflam inh: u; DRD3 agonist: -9; HEK293 tox: -10%; SW480 rerep: -1%; HT1080 IDH1KD tx: u; KB-V1 cytotox: u; HT1080NT lethal: -13%; KB-3-1 cytotox: -23%
Entry for O=C(CCCCCN1C(=O)c2cccc([N+](=O)[O-])c2C1=O)NCCc1ccccc1 = MCF10A rerep: x; IL-1B inflam inh: 6; DRD3 agonist: -3; HEK293 tox: -8%; SW480 rerep: x; HT1080 IDH1KD tx: 0%; KB-V1 cytotox: -3%; HT1080NT lethal: -5%; KB-3-1 cytotox: -2%

Continued.
SMILES	MCF10A rerep	IL-1B inflam inh	DRD3 agonist	HEK293 tox	SW480 rerep	HT1080 IDH1KD tx	KB-V1 cytotox	HT1080NT lethal	KB-3-1 cytotox
O=C(NNC(=O)c1ccccc1Br)c1ccncc1	-1%	0	-9	-5%	u	11%	u	11%	14%
COc1cc(C2CC(=O)c3c([nH]c(C(=O)OCCOC(C)C)c3C)C2)cc(OC)c1OC (stereo unspecified)	15%	-5	3	-1%	0%	-2%	0%	-3%	-8%
c1ccc(COc2ccc(-c3cc4nc(NCCN5CCOCC5)ccn4n3)cc2)cc1	x	-29	2	7%	x	18µM*	-2%	u	0%
CC1(C(=O)N2CC3(CC(c4cccc([N+](=O)[O-])c4)=NO3)C[C@H]2C(=O)NCC(N)=O)CC1 (stereo partly specified)	4%	23	10	17%	-1%	6%	17%	6%	16%
CN(C)c1cccc(CNC(=O)c2csc([C@@H]3O[C@H](CO)[C@H](O)[C@H](O)[C@H]3O)n2)c1	x	23	2	2%	x	u	15%	13%	0%
OC(COC(c1ccc(Cl)cc1)c1ccc(Cl)cc1)CN1CCN(c2ccccn2)CC1 (stereo unspecified)	u	-84*	3	u	u	u	u	u	18µM*
CCC(C)(C)n1c(=O)[nH]c2c(c1=O)CCC2	1%	21	-2	2%	-7%	-1%	4%	5%	14%
COc1ccc(OC)c(CNC(=O)c2[nH]c(C(F)(F)F)nc2-c2ccccc2)c1	x	-2	-11	-1%	x	3%	0%	-1%	0%
COc1cc(C(=O)NCc2cn3ccccc3n2)cc(OC)c1OC	-6%	-7	1	15%	2%	5%	-11%	0%	3%
COc1ccc(N(CC(=O)Nc2ccc(F)c(Cl)c2)S(=O)(=O)c2c(C)noc2C)cc1	14%	-54*	-1	-14%	9%	-22%	u	-11%	u
COc1ccc(N2CC(NS(=O)(=O)c3ccc4ccccc4c3)CC2=O)cc1 (stereo unspecified)	13%	u	-1	-2%	-44%[inhibitor]	-20%	-9%	-14%	-8%
CC1(C)CC2CC(C)(CN2CC(O)c2ccccc2)C1 (stereo unspecified)	-13%	22	-1	7%	10%	-7%	0%	13%	-6%
Cc1cccc(-n2cnc(C(=O)N/N=C\c3ccc(Br)cc3)c2)n1	-8%	-13	3	16%	0%	9%	-33%	5%	18%
COc1ccc(CC(=O)Nc2cc3oc4ccccc4c3cc2OC)cc1	-2%	u	9	3%	3%	-12%	3%	-13%	18%
O=C(CCN1CCN(Cc2ccccc2)CC1)Nc1ccccc1Cl	1%	21	-10	-21%	5%	5%	7%	10%	1%
